LDHA inh: qHTS assay for inhibitors of human lactate dehydrogenase; activity change, % (values are at about 110 or 230 µM); hit rate 0.15% among 480,000; L-lactate dehydrogenase A chain (Homo sapiens), P00338; AID 1347041, 2019; purified LDHA, NADH/diaphorase-resazurin fluorescence; stronger effect = lower value; in the data active = activity change below about -30%; inconclusive = mostly about -25% to -30%;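 note: plate controls were DMSO wells for no effect and wells without enzyme for full effect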
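Enzyme activity of human lactate dehydrogenase 5 (2 nM; 0.06 mM NADH, 0.2 mM pyruvate, 5 min, RT) is measured via a resazurin/diaphorase fluorescence readout of residual NADH.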
ALOX12 inh: Primary qHTS assay for inhibitors of human arachidonate 12S-lipoxygenase (ALOX12): Round 2 | Potency, µM (highest dose often 108 µM), without a hit: top-dose activity change, negative = inhibition, usual class: inhibitors | AID 1671190, 2021 | purified 12hLO, xylenol orange hydroperoxide absorbance | hit rate 1.1% among 580,000; note: potency is the fitted concentration of half-maximal effect; % is set by controls: 0 for no effect and ±100 for the full control effect
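Purified human 12hLO at 150 nM in 25 mM Hepes, 0.01% Triton X-100, pH 7.0, preincubated 15 min at room temperature with compound. Reaction started with 40 uM arachidonic acid, 30 min at room temperature. Hydroperoxide measured by Fe-xylenol orange, 573/405 nm absorbance ratio.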
POLK inh: qHTS for Inhibitors of Polymerase Kappa; purified Pol kappa, fluorescent DNA synthesis assay, 10 min; Potency, µM (top dose mostly 107 µM), without a hit: at the top dose activity, negative = inhibition, usual class: inhibitors; hit rate 0.53% among 400,000; note: potency is the fitted concentration of half-maximal effect; % is set by controls: 0 for no effect and ±100 for the full control effect
Target sequence (Q9UBT6 whole entry, looked up): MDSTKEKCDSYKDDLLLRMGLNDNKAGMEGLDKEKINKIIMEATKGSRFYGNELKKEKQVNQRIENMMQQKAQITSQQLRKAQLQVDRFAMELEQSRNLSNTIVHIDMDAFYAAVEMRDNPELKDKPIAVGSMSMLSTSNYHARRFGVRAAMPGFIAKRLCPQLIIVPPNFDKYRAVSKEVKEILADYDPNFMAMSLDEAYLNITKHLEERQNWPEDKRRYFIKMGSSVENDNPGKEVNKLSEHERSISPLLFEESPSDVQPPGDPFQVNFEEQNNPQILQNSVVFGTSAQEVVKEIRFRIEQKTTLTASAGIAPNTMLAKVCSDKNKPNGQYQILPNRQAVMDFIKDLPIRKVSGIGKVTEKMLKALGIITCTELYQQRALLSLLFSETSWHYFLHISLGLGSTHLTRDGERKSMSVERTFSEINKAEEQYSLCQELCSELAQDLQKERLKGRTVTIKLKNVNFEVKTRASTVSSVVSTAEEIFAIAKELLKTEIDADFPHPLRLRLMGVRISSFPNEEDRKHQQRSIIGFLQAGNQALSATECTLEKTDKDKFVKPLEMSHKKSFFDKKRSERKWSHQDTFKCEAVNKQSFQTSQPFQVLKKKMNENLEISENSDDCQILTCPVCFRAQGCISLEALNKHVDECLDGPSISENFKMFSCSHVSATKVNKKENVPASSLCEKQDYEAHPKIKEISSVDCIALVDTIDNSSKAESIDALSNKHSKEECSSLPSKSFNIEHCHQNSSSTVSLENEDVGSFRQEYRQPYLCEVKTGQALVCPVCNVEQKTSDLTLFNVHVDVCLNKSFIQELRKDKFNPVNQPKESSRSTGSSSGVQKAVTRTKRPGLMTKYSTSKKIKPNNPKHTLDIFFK
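Fluorescent qHTS in 1536-well format: enzyme (10 nM) and compound sat 15 min at room temperature before 50 nM substrate (final) was added. Signal taken at 0 and 10 min; no-enzyme buffer wells were negative controls.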
ERG-DNA inh: qHTS for Small Molecule Inhibitors of the ERG Ets/DNA interaction. Transcriptional regulator ERG (Homo sapiens), P11308. fluorescence polarization, His-ERG Ets domain / labelled DNA. Potency, µM (series often up to 76.9 µM), without a hit: at the highest dose FP activity, negative = inhibition, most hits filed as inhibitors. hit rate 0.028% among 370,000. AID 624246, 2012; active = well fitted inhibition curve with a large enough effect in the polarisation, with a control signal flat; inconclusive = small, poorly fitted or top-dose-only effect, or effect the other way, or a change in a side signal; inactive = no such curve, though single readings can be large or run the other way; the % refers to the polarisation;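 note: polarization taken with two DNA probes labelled with fluorescein and Texas red; potency is the fitted concentration of half-maximal effect; % of control where 0% means no effect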
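His-tagged ERG Ets domain (1 uM in the protein solution; 300mM KCl, 50mM Tris-HCl, 1mM EDTA, 1mM DTT, pH 7.5) received compound, then a probe mix of 5 nM fluorescein-DNA and 100nM Texas-615-DNA. Fluorescence polarization was read for both dyes.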
RGS4 inhibitor: Inhibitors of Regulator of G Protein Signaling (RGS) 4: qHTS. Regulator of G-protein signaling 4 (Homo sapiens), P49798. Transcreener GDP fluorescence polarization, RGS4-accelerated GTP hydrolysis. Potency, µM (doses to about 114 µM), for inactives: at the top dose activity change, negative = inhibition, hits mostly inhibitors. hit rate 0.039% among 390,000. AID 504845, 2011; note: potency is the fitted concentration of half-maximal effect; % is set by controls: 0 for no effect and ±100 for the full control effect; nearly all actives have a fitted effect of over 75% in size; some results filed as inactive show a strong effect at the top dose
Target sequence (P49798 whole entry, looked up): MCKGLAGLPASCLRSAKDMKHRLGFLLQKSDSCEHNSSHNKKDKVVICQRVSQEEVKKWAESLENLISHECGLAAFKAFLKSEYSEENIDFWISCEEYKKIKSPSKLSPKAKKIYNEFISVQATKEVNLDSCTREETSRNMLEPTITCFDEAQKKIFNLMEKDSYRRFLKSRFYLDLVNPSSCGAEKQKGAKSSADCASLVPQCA
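MLSMR compounds (23 nl, pin-transferred) preincubated 10 min at room temperature with a 500nM (2x) first reagent, then RGS4 at 900nM (2x) plus Transcreener GDP mix added; fluorescence polarization (620/688 nm) read before and after 90 min at 30 °C.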
APEX1 inh: qHTS Assay for Inhibitors of the Human Apurinic/apyrimidinic Endonuclease 1 (APE1); DNA repair nuclease/redox regulator APEX1 (Homo sapiens), P27695; AID 2517, 2012; Potency, µM (doses to about 65.8 µM), inactives show at the top dose activity change, negative = inhibition, hits mostly inhibitors; hit rate 0.35% among 350,000; recombinant APE1, TAMRA/BHQ-2 abasic DNA cleavage fluorescence;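 note: potency is the fitted concentration of half-maximal effect; plate controls were vehicle for no effect and reference inhibitor for full effect; nearly all actives have a fitted effect of over 55% in size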
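Incision of a quenched TAMRA/BHQ-2 THF abasic-site duplex (50 nM) by 0.75 nM APE1, after 15 min compound preincubation, measured as fluorescence increase over three 60 s reads. Values normalized to buffer, DMSO and NSC13755 control wells.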
Pol eta inh: qHTS for Inhibitors of Polymerase Eta; DNA polymerase eta (Homo sapiens), Q9Y253; recombinant Pol eta, fluorescent DNA replication assay; Potency, µM (series often up to 114 µM), without a hit: at the highest dose activity change, negative = inhibition, usual class: inhibitors; hit rate 1.2% among 390,000; note: potency is the fitted concentration of half-maximal effect; % is set by controls: 0 for no effect and ±100 for the full control effect
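Fluorescent replication assay: 50 nM final substrate added after a 15 min room-temperature compound preincubation with 10 nM enzyme. Signal taken at 0 min and again at 10 min.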
Apoferritin bind: qHTS Assay for Identification of Novel General Anesthetics; Ferritin light chain (Equus caballus), P02791; apoferritin/1-aminoanthracene competitive binding, fluorescence; Potency, µM (titrated, usually from 77.5 µM), without a hit: top-dose activity change, negative = displacement, most hits filed as inhibitors; hit rate 0.074% among 350,000; note: potency is the fitted concentration of half-maximal effect; % is set by controls: 0 for no effect and ±100 for the full control effect; nearly all actives have a fitted effect of over 20% in size
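In PBS, apoferritin at 10 uM is loaded with 1-AMA from a 50% saturated solution. After 10 min of compound exposure at ambient temperature, reduced 535 nm fluorescence indicates probe displacement.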
POLB inh: qHTS Assay for Inhibitors of DNA Polymerase Beta | hit rate 1.3% among 340,000 | Potency, µM (highest dose often 114 µM), without a hit: at the top dose activity change, negative = inhibition, usual class: inhibitors | P06746 | Pol beta primer extension/strand displacement, fluorescence kinetic; note: potency is the fitted concentration of half-maximal effect; % is set by controls: 0 for no effect and ±100 for the full control effect
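10 nM enzyme + cpd, 15 min RT; start with substrate 50 nM final; read 0 min and after 10 min RT. Corrected, normalized data; 4-parameter Hill curve fit.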
* = called active by the depositor; ? = inconclusive; nt = no result given; & = joins results of further samples; [ ] = dose if it differs, or a comment. Unless noted, calls come from the whole dose curve; as a rule, active = well fitted curve in the direction sought with a large enough effect; inconclusive = small, poorly fitted or top-dose-only effect, or another doubt; inactive = no such curve, though single readings can be large; an effect the other way counts as inactive or inconclusive. These rows are one share of the data; the hit share may differ from the screen's.

SMILES | LDHA inh | ALOX12 inh | POLK inh | ERG-DNA inh | RGS4 inhibitor | APEX1 inh | Pol eta inh | Apoferritin bind | POLB inh
COC1CCN(C(=O)c2ccc(OC3CCN(Cc4ccccn4)CC3)cc2)CC1 | -6 | -24% | 2% | 10% | -1% | -1% | -19% | -4% | 13%
O=c1c([N+](=O)[O-])cc(C(F)(F)F)cn1Cc1cccc(Cl)c1 | 1 | -19% | -15% | -1% | 21% | 2% | 2% | -23% | 7%
O=C1NC(=S)N/C1=C/c1ccc2ccccc2c1 | 0 | 15% | -8% | 2% | 13% | 47% | -1% | -2% | 1%
CCSC1=NSC2=NC(=O)/C(=C\c3coc4ccccc4c3=O)C(=N)N12 | 0 | 45µM* | -19% | nt | -30% | -2% | 20µM* | 7% | 28µM*
c1csc(-c2nc(NCCCN3CCOCC3)c3ccccc3n2)c1 | -5 | -9% | -6% | -4% | -12% | 13% | -19% | -6% | -10%
COC(C(=O)N1CCC(n2nccc2NC(=O)C2CC2)CC1)c1ccccc1 (centres undefined) | 0 | 3% | -6% | 8% | -2% | 5% | -8% | 5% | 4%
NC(=O)c1nsc(C(=O)N(Cc2ccc(F)cc2)C(C(=O)NCC2CCCO2)c2ccc(F)cc2)c1N (centres undefined) | -3 | ? | -20% | -4% | 17% | -11% | -4% | -17% | 9%
CN(CC(=O)Nc1cccc2ccccc12)C(=O)c1cccc(S(=O)(=O)N(C)C)c1 | -8 | 9% | -4% | -11% | 5%[11.4 µM] | 3% | 29% | 6% | -2%
COc1ccc(N2CCN(C(=O)c3cnc(N4CCOCC4)c4ccccc34)CC2)cc1 | 0 | -22% | -12%[60.1 µM] | 0% | 4% | nt | -10% | 2% | 6%
COc1cc(C)ccc1OCC(=O)OCC(=O)c1ccc[nH]1 | 4 | 0% | -5% | 16% | 8% | 16% | -2% | nt | nt
COC(=O)CCC(=O)NNC(=O)c1ccc([N+](=O)[O-])cc1 | -1 | -4% | -4% | 8% | -16% | -6% | -6% | -5% | 28%
CCCCNC(=O)OCCNC(=O)Oc1cccc(C)c1 | -2 | 0% | -2% | -3% | -11% | 1% | -8% | ? | 22%
O=C1CCCc2nc3c(cc21)C(O)Oc1ccccc1-3 (centres undefined) | -1 | -5% | 1% | 0% | -25% | 1% | -14% | 46%[activator] | -11%
O=C1COc2ccc(-c3cc(-c4ccc(F)cc4)c4c(n3)-c3ccccc3OC4)cc2N1 | -11 | -24% | -1% | -4% | 4% | nt | 0% | 6% | 19%
COc1ccc(NC2CCCN(C(=O)c3cccnc3SC)C2)cc1OC (centres undefined) | 8 | 0% | -16% | -2% | 37% | 0% | 6% | -1% | -4%
CN1CCN(C(=O)CC2C(=O)NCCN2Cc2ccc(-c3ccccc3)cc2)CC1 (centres undefined) | 1 | -1% | 4% | -8% | 7% | -8% | -20% | -7% | 7%
CCN(CCO)c1cc(Cl)nc(SC)n1 | -3 | -5% | 3% | -4% | -4% | -2% | -9% | -7% | -1%
Cc1c(Cl)cccc1NC(=S)NN | 1 | 1% | -2% | -1% | -30% | -3% | -27% | -15% | 1%
COc1cccc(NC(=O)c2ccn(C)n2)c1 | -8 | -11% | -4% | 10% | 46% | 4% | -11% | 8% | 9%
CCOP(=O)(c1ccc(N(C)C)cc1)C(O)c1ccc(OC)cc1 (centres undefined) | -7 | 7% | -1% | -7% | 1% | -2% | -25% | 6% | 39%

Of the compounds above, 3 contain a Cl atom.
SMILES | LDHA inh | ALOX12 inh | POLK inh | ERG-DNA inh | RGS4 inhibitor | APEX1 inh | Pol eta inh | Apoferritin bind | POLB inh
O=c1c([N+](=O)[O-])cc(C(F)(F)F)cn1Cc1cccc(Cl)c1 | 1 | -19% | -15% | -1% | 21% | 2% | 2% | -23% | 7%
CCN(CCO)c1cc(Cl)nc(SC)n1 | -3 | -5% | 3% | -4% | -4% | -2% | -9% | -7% | -1%
Cc1c(Cl)cccc1NC(=S)NN | 1 | 1% | -2% | -1% | -30% | -3% | -27% | -15% | 1%

Continuation.
SMILES | LDHA inh | ALOX12 inh | POLK inh | ERG-DNA inh | RGS4 inhibitor | APEX1 inh | Pol eta inh | Apoferritin bind | POLB inh
Cn1c(=O)[nH]c(=O)c2c1nc(Br)n2C/C=N/Nc1ccccc1 | -4 | -22% | 0% | -9% | 4% | 3% | -7% | -12% | -3%
O=C(/C=C\c1cn(-c2ccccc2)nc1-c1ccccc1)Nc1nccs1 | -7 | 20% | -9% | -1% | 18% | 3% | -13% | -10% | 3%
Cc1ccc(S(=O)(=O)/N=C(/Nc2c(C)n(C)n(-c3ccccc3)c2=O)c2ccc(Cl)cc2)cc1 | -6 | -20% | -17% | -5% | -33% | -5% | -21% | -21% | 20%
C/C(CC(=O)Nc1cccnc1)=N\NC(=O)c1ccc([N+](=O)[O-])c(Cl)c1 | 1 | -19% | -16% | -7% | -3% | -2% | -2% | -9% | 8%
COc1ccc(NC(C)=O)cc1S(=O)(=O)NC(Cc1ccccc1)C(=O)NCc1ccccc1C (centres undefined) | -8 | 2% | -5% | 8% | 4% | -10% | -17% | 4% | 45%
C/C(=N/Nc1cc(-c2ccccc2)nc(-c2ccccc2)n1)c1ccc(O)cc1 | 1 | -5% | 7% | 6% | -6% | 7% | -22% | -12% | -5%
O=C(Cn1ccc(=O)[nH]c1=O)Nc1ccc(C(=O)O)c(O)c1 | 2 | ? | 6% | 5% | -22% | -4% | 0% | 3% | 0%
Cc1cccc(NC2=NC(C)(C)N=C(N)N2)c1C | -5 | 0% | -4% | -6% | -18% | 1% | 7% | -6% | -15%
CCOC(=O)CCCCC(=O)c1[nH]c(=O)[nH]c1C[n+]1ccc(C)cc1 | 2 | -15% | 4% | 2% | 0% | -12% | -1% | -2% | 11%
O=C(COc1ccccc1)NCC(=O)N1CCCC(C(F)(F)F)C1 (centres undefined) | -2 | 10% | -10% | -14% | -18% | nt | -19% | nt | nt
Cc1ccc(C)c(CNC(=O)c2ccc3c(c2)nc2n3CCC(C)C2)c1 (centres undefined) | 4 | 1% | -1%[60.1 µM] | 5% | -14% | nt | -12% | -19% | -10%
COc1cccc(NC(=O)c2cnc[nH]2)c1 | -5 | 0% | -1% | 0% | -9% | 7% | -4% | 0% | 10%
CN(C(=O)c1ccc(S(=O)(=O)N2CCCCC2)cc1)C1CCS(=O)(=O)C1 (centres undefined) | -3 | 13% | -2% | -2% | -6% | -18% | -7% | nt | nt
COc1ccc(-c2nc3ncccn3c2Br)cc1 | -7 | -11% | -6% | -2% | 8% | 6% | -4% | 47%[activator] | 8%
COc1ccc(S(=O)(=O)Nc2ccc(Nc3ccccc3)cc2)cc1 | 2 | 109%[activator] | -2% | -19% | -31% | nt | -25% | nt | nt
CC1CCC(NC(=O)COC(=O)CCC(=O)c2ccc(Cl)s2)CC1 (centres undefined) | -10 | 4% | -6% | -3% | -17% | -9% | -11% | nt | nt
O=C(O)c1ccc(/C=N\Nc2ccc(S(=O)(=O)N3CCOCC3)cc2[N+](=O)[O-])cc1 | 0 | -7% | 10% | 13% | 1% | -6% | ? | 2% | ?
COc1ccc(S(=O)(=O)Nc2ccc(C)cc2)cc1OC | 1 | -12% | 3% | 13% | -2% | -7% | 5% | -11% | -3%
CCC(Oc1ccccc1)C(=O)Nc1cc(Cl)ccc1-n1cncn1 (centres undefined) | -3 | -7% | 3% | -6% | 14% | 10% | -16% | nt | nt
Cc1cccc(-c2noc(CNS(=O)(=O)c3ccccc3)n2)c1 | -2 | 0% | -7% | 7% | 6% | 2% | -7% | -10% | -6%
CCCCn1c(N)c(N(CCOC)C(=O)c2ccc(-c3cccc(C(F)(F)F)c3)o2)c(=O)[nH]c1=O | -6 | 4% | -5% | 1% | 15% | 3% | 8% | nt | nt
CC(=O)N1N=C(c2ccncc2)OC12CCCC2 | -2 | 0% | 4% | -17% | -8% | -4% | -6% | -1% | -25%
CCCCN1/C(=C/c2ccc3ccccc3[n+]2CC)Sc2ccccc21 | ? | nt | -40% | 87%[activator] | -38% | -6% | -23% | ? | 50µM*
Cc1ccccc1NC(=O)Cn1c(=O)n(CCCCC(=O)NCc2ccccc2Cl)c(=O)c2ccccc21 | -12 | ? | 4% | 5% | 15% | nt | 3% | 2% | 30%
CCC(=O)Nc1nnc(S(=O)(=O)N2c3ccccc3CC2C)s1 (centres undefined) | -5&-9 | 2%&-9% | -17%&3% | 0%&13% | 5%&14% | -8% | -4%&-13% | -12%&-8% | 20%&10%
CC1CCN(C(=O)c2ccc3c(Cl)c4c(nc3c2)CCCC4)CC1 | 0 | -1% | 2% | -1% | 13% | -4% | -7% | ? | 19%
CC(=O)c1cc2c(cc1NC(=O)c1cccc(S(=O)(=O)N3CCN(C)CC3)c1)OCO2 | -1 | -4% | -14% | -2% | 4% | -9% | -5% | -7% | -1%

Compound activity from PubChem.
